NR3A LBD binder: modulates the human NR3A ligand-binding domain | NR3A LBD differential scanning fluorimetry, Tm shift; 0% = protein alone, 100% = glycine-bound protein | Tm shift relative to glycine control, % at 25 µM | 340,000 compounds, 2.5% hits | AID 1259313;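 active = melting temperature shift of at least 10% of the positive control shift, at one fixed dose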
CCR6 antag: CCR6 (human) receptor antagonism; P51684; AID 493098; 340,000 compounds, 0.49% hits; inhibition, % at 20 µM; CHO-K1 CCR6 PathHunter beta-arrestin, luminescence, CCL20-stimulated;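 active = compounds whose inhibition of the agonist-driven luminescence signal at 20 µM reaches about 50%, limit read from the data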;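 note: cells stimulated with CCL20 at 14 nM final; plate controls were DMSO with CCL20 for no effect and DMSO without agonist for full effect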
Target sequence (P51684 whole entry, looked up): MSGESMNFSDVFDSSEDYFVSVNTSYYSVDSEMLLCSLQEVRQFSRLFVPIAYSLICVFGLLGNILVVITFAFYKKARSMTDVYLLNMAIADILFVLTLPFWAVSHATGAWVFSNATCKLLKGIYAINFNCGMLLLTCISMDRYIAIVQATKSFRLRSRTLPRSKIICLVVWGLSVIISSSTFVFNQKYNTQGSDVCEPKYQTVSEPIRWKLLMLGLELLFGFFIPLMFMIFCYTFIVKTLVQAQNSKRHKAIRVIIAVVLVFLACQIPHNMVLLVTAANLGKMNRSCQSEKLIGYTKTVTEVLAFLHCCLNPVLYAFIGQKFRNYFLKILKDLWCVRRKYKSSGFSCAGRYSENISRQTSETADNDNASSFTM
APOBEC3G inh: blocks human APOBEC3G single-stranded DNA deamination | Q9HC16 | recombinant A3G, ssDNA deamination FAM/TAMRA fluorescence | inhibition, % at 20 µM | 330,000 compounds, 0.28% hits;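 active = inhibition of at least 40% at 20 µM, with no more than 30% in the related APOBEC3A deaminase screen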;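 note: plate controls were DMSO wells with A3G for no effect and wells lacking A3G enzyme for full effect; some compounds called inactive have numbers as strong as hits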
Target sequence (Q9HC16 whole entry, looked up): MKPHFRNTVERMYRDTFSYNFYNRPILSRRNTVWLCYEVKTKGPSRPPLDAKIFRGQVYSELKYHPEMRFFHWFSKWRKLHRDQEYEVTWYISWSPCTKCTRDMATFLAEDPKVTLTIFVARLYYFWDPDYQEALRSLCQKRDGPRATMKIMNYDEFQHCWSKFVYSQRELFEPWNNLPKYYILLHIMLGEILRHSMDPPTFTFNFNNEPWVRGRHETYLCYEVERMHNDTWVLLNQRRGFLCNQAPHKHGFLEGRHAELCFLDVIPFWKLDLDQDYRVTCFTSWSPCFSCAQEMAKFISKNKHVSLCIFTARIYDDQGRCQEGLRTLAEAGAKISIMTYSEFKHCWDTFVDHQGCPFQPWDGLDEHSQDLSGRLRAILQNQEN
Gli-Sufu antag: antagonists of Gli-Sufu signaling | AID 588413 | inhibition, % at 5 µM | 340,000 compounds, 0.74% hits | Sufu-KO-LIGHT fibroblasts, Gli luciferase reporter luminescence;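 active = inhibition above about 55%, limit read from the data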;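 note: 0% = DMSO-treated cells and 100% = wells with medium but no cells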
CXCR6 block: blocks human CXCR6 beta-arrestin recruitment; O00574; CHO-K1 PathHunter CXCR6 beta-arrestin, luminescence; inhibition, % at 20 µM; 360,000 compounds, 0.36% hits; AID 602244; in the data active = inhibition above about 34%, passing the limit was not always enough;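 note: antagonist mode with CXCL16 agonist at 10 nM final; 0% = 10 nM CXCL16 with DMSO and 100% = unstimulated wells without agonist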
A3A deaminase: blocks human APOBEC3A ssDNA deamination | P31941 | recombinant A3A, FAM/TAMRA ssDNA deamination fluorescence | inhibition, % at 20 µM | 330,000 compounds, 0.41% hits;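 active = at least 40% inhibition at 20 µM here, with at most 30% in a related deaminase screen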;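 note: plate controls were A3A with DMSO for no effect and wells lacking A3A enzyme for full effect; some results filed as inactive read as strong as hits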
Target sequence (P31941 whole entry, looked up): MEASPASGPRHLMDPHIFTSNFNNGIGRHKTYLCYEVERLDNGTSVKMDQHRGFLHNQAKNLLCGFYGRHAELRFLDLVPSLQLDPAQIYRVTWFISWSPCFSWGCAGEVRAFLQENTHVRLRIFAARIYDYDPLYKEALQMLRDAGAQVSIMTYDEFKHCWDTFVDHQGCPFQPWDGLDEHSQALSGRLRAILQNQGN
EBI2 block: antagonists of human EBI2 receptor. EBI2 beta-arrestin recruitment, luminescence, 7a,25-OHC stimulated. inhibition, % at 5 µM. 360,000 compounds, 0.81% hits; in the data active = inhibition above about 38%;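 note: enzyme fragment complementation signal reports receptor beta-arrestin coupling in cells; 0% = agonist plus DMSO wells and 100% = wells without agonist; some results beyond the cut were filed as inactive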
MPTP block: blocks calcium-induced mitochondrial swelling | isolated mouse mitochondria, Ca2+ swelling absorbance, 30 min | inhibition, % at 10 µM | 360,000 compounds, 1.4% hits | AID 602449;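 active = inhibition of 50% or more, scaled per plate between neutral and stimulator controls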;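 note: 0% = DMSO wells given calcium and 100% = 1 mM EGTA wells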
* hit, by the source's call; & = joins results of further samples. The order is random; any-hit rate near 5.8%.

Results for C/C=C(\C)C(=O)OC1CC(C)(C)C[C@H]2C3=CC[C@@H]4[C@@]5(C)CCC(O[C@@H]6O[C@@H](C(=O)O)[C@@H](O)C(O[C@@H]7OC[C@H](O)[C@@H](O)[C@@H]7O[C@@H]7OC(CO)C(O)[C@@H](O)[C@@H]7O)C6O[C@@H]6OC(CO)C(O)C(O)C6O)[C@@](C)(CO)[C@@H]5CC[C@]4(C)[C@]3(C)CC(O)[C@@]12CO (stereo not given in full) ?
NR3A LBD binder: -4; CCR6 antag: 5; APOBEC3G inh: 6; Gli-Sufu antag: -3; CXCR6 block: -2; A3A deaminase: 0; EBI2 block: 1; MPTP block: 0.3

What do the screens show for `Cc1nc(N2CCC(C)CC2)c(C#N)c(C)c1[N+](=O)[O-]`?
NR3A LBD binder: 0; CCR6 antag: 8; APOBEC3G inh: -8; Gli-Sufu antag: 8; CXCR6 block: 6; A3A deaminase: -1; EBI2 block: 6; MPTP block: -2.4

Results for COc1ccc(/C=N/n2c(C3CCCCC3)n[nH]c2=S)c(OC)c1 ?
NR3A LBD binder: 3; CCR6 antag: 16; APOBEC3G inh: 5; Gli-Sufu antag: -1; CXCR6 block: -2; A3A deaminase: 10; EBI2 block: 6; MPTP block: 0.6

What do the screens show for `CC(C)COP(=O)(c1ccc(N(C)C)cc1)C(O)c1cccnc1` (stereo not given)?
NR3A LBD binder: 1; CCR6 antag: -6; APOBEC3G inh: -2; Gli-Sufu antag: -2; CXCR6 block: 1; A3A deaminase: 0; EBI2 block: 0; MPTP block: 2.3

What do the screens show for `CC1(C)C[C@H]2C3=CCC4[C@@]5(C)CC[C@H](O)[C@](C)(CO)C5CC[C@@]4(C)[C@]3(C)C[C@@H](O)[C@@]2(CO)[C@@H](O)[C@@H]1O` (stereo not given in full)?
NR3A LBD binder: -2; CCR6 antag: 0; APOBEC3G inh: -2; Gli-Sufu antag: 7; CXCR6 block: 6; A3A deaminase: 1; EBI2 block: 1; MPTP block: 0.1

What do the screens show for `CCN1CCN(C(=O)Nc2cccc3ccccc23)CC1`?
NR3A LBD binder: -1; CCR6 antag: 6; APOBEC3G inh: 1; Gli-Sufu antag: -2; CXCR6 block: -3; A3A deaminase: -5; EBI2 block: -10; MPTP block: 0.8

How did O=C(Cc1ccon1)c1ccc(O)cc1O do in these assays?
NR3A LBD binder: 0; CCR6 antag: 1; APOBEC3G inh: -7; Gli-Sufu antag: 0; CXCR6 block: 6; A3A deaminase: -5; EBI2 block: -8; MPTP block: -0.9

Results for Nc1ccc(N2CCCCC2)c2nonc12 ?
NR3A LBD binder: -2; CCR6 antag: 17; APOBEC3G inh: 3; Gli-Sufu antag: 17; CXCR6 block: 12; A3A deaminase: 0; EBI2 block: 8; MPTP block: -0.8

Results for COCC(=O)N1CCC(Oc2ccc(C(=O)NCc3cc(C)n(C)n3)cc2)CC1 ?
NR3A LBD binder: -1; CCR6 antag: 0; APOBEC3G inh: -4; Gli-Sufu antag: -4; CXCR6 block: -8; A3A deaminase: 1; EBI2 block: 6; MPTP block: 0.0

Results for CCN1CCN(Cc2ccc(NC(=O)c3ccc(C)c(NC(=O)c4cccc5[nH]ccc45)c3)cc2C(F)(F)F)CC1 ?
NR3A LBD binder: -5; CCR6 antag: 21; APOBEC3G inh: -6; Gli-Sufu antag: 15; CXCR6 block: 10&1; A3A deaminase: -3; EBI2 block: 10&-10; MPTP block: -2.0&-0.8

Results for CCN1CCN(C(=O)NC(c2ccc(C)c(F)c2)C(Cl)Cl)CC1 (stereo not given) ?
NR3A LBD binder: 0; CCR6 antag: 5; APOBEC3G inh: 1; Gli-Sufu antag: -2; CXCR6 block: -5; A3A deaminase: -1; EBI2 block: -3; MPTP block: 0.2

How did CS(=O)(=O)N(Cc1ccco1)Cc1ccccc1Cl do in these assays?
NR3A LBD binder: 0; CCR6 antag: -10; APOBEC3G inh: -3; Gli-Sufu antag: 0; CXCR6 block: -2; A3A deaminase: -2; EBI2 block: -10; MPTP block: 4.5

How did CC(=O)Nc1ccc(N/C=C/C(=O)c2ccc(Cl)cc2)cc1 do in these assays?
NR3A LBD binder: 0; CCR6 antag: 15; APOBEC3G inh: -7; Gli-Sufu antag: -38; CXCR6 block: -2; A3A deaminase: -5; EBI2 block: 11; MPTP block: 2.6

Results for O=C(c1cccs1)N(c1cccc(Cl)c1)C1C=CS(=O)(=O)C1 (stereo not given) ?
NR3A LBD binder: 0; CCR6 antag: 16; APOBEC3G inh: -7; Gli-Sufu antag: 2; CXCR6 block: 10; A3A deaminase: -1; EBI2 block: -3; MPTP block: -0.9

Results for COc1cc(C)c2occ(/C(C)=N\O)c2c1 ?
NR3A LBD binder: 1; CCR6 antag: -10; APOBEC3G inh: -3; Gli-Sufu antag: 1; CXCR6 block: 4; A3A deaminase: -2; EBI2 block: -6; MPTP block: 2.0

How did O=C(CN1CCCC1)NC1C2CC3CC(C2)CC1C3 (stereo not given) do in these assays?
NR3A LBD binder: 0; CCR6 antag: -6; APOBEC3G inh: 0; Gli-Sufu antag: 5; CXCR6 block: 0; A3A deaminase: 1; EBI2 block: 1; MPTP block: 0.5

What do the screens show for `Cc1ccc(CNC(=O)c2ccc(CS(=O)(=O)c3ccccc3C)o2)cc1`?
NR3A LBD binder: -3; CCR6 antag: 12; APOBEC3G inh: -7; Gli-Sufu antag: -7; CXCR6 block: 1; A3A deaminase: -6; EBI2 block: -6; MPTP block: 0.6

What do the screens show for `CCc1ccc(-c2cc(C)no2)cc1S(=O)(=O)NCCN1CCC(C)CC1`?
NR3A LBD binder: 15*; CCR6 antag: 28; APOBEC3G inh: -2; Gli-Sufu antag: -7; CXCR6 block: -5; A3A deaminase: -1; EBI2 block: -1; MPTP block: 0.2

How did Cc1ccc(C)c2c1cc(C)c1nnc(SCC(=O)NCc3ccc4c(c3)OCO4)n12 do in these assays?
NR3A LBD binder: -3; CCR6 antag: -6; APOBEC3G inh: -2; Gli-Sufu antag: 2; CXCR6 block: -3; A3A deaminase: 1; EBI2 block: 7; MPTP block: 1.2

How did Cn1cc(S(=O)(=O)c2ccccc2)n(C)c1=O do in these assays?
NR3A LBD binder: 0; CCR6 antag: 11; APOBEC3G inh: -9; Gli-Sufu antag: 0; CXCR6 block: 2; A3A deaminase: -2; EBI2 block: -3; MPTP block: 0.9

What do the screens show for `CCn1c(SCC(=O)NNC(=O)c2ccc(OC)cc2)nnc1-c1cccnc1`?
NR3A LBD binder: -1; CCR6 antag: 16; APOBEC3G inh: -7; Gli-Sufu antag: 3; CXCR6 block: 7; A3A deaminase: -1; EBI2 block: 59*; MPTP block: -1.2

Results for Cc1ccc(NC(=O)CC2C(=O)NC3CCCCC3N2C(=O)c2ccc(F)cc2)cc1C (stereo not given) ?
NR3A LBD binder: 3; CCR6 antag: 9; APOBEC3G inh: -1; Gli-Sufu antag: 6; CXCR6 block: 2; A3A deaminase: 2; EBI2 block: 4; MPTP block: -0.4

What do the screens show for `CNc1ncc(C(=O)c2ccccc2)s1`?
NR3A LBD binder: 2; CCR6 antag: -6; APOBEC3G inh: -5; Gli-Sufu antag: -41; CXCR6 block: 0; A3A deaminase: -1; EBI2 block: -1; MPTP block: 1.7

Results for O=C(O)CCC(=O)Nc1cc(C(F)(F)F)cc(C(F)(F)F)c1 ?
NR3A LBD binder: 0; CCR6 antag: -2; APOBEC3G inh: -4; Gli-Sufu antag: -2; CXCR6 block: -6; A3A deaminase: -3; EBI2 block: -4; MPTP block: 0.7

Some of these compounds in order of number of heavy atoms, high to low.
Results for Cc1ccc(NC(=O)CC2C(=O)NC3CCCCC3N2C(=O)c2ccc(F)cc2)cc1C (stereo not given) ?
NR3A LBD binder: 3; CCR6 antag: 9; APOBEC3G inh: -1; Gli-Sufu antag: 6; CXCR6 block: 2; A3A deaminase: 2; EBI2 block: 4; MPTP block: -0.4

What do the screens show for `CCn1c(SCC(=O)NNC(=O)c2ccc(OC)cc2)nnc1-c1cccnc1`?
NR3A LBD binder: -1; CCR6 antag: 16; APOBEC3G inh: -7; Gli-Sufu antag: 3; CXCR6 block: 7; A3A deaminase: -1; EBI2 block: 59*; MPTP block: -1.2

Results for O=C(c1cccs1)N(c1cccc(Cl)c1)C1C=CS(=O)(=O)C1 (stereo not given) ?
NR3A LBD binder: 0; CCR6 antag: 16; APOBEC3G inh: -7; Gli-Sufu antag: 2; CXCR6 block: 10; A3A deaminase: -1; EBI2 block: -3; MPTP block: -0.9

Further entries:
What do the screens show for `C=CCNC(=S)NCc1ccccc1OC`?
NR3A LBD binder: -1; CCR6 antag: 4; APOBEC3G inh: -6; Gli-Sufu antag: 16; CXCR6 block: -5; A3A deaminase: -3; EBI2 block: 1; MPTP block: -0.8

What do the screens show for `OC1(c2ccc3c(c2)OCO3)CCN(Cc2ccc(F)cc2)CC1`?
NR3A LBD binder: 0; CCR6 antag: 8; APOBEC3G inh: -2; Gli-Sufu antag: 5; CXCR6 block: -6; A3A deaminase: 3; EBI2 block: 8; MPTP block: -0.7

Results for CC(C)=CCC/C(C)=C/CNC(=O)C[C@H]1C[C@H](C(=O)N(C(C)C)C(C)C)[C@@]2(C)c3[nH]c4cc(-c5ccco5)ccc4c3CCN2C1=O ?
NR3A LBD binder: -1; CCR6 antag: 33; APOBEC3G inh: -1; Gli-Sufu antag: -6; CXCR6 block: 2; A3A deaminase: -1; EBI2 block: 11; MPTP block: -1.0

What do the screens show for `COc1nccnc1NS(=O)(=O)c1ccc(N=Cc2c(C)[nH]n(-c3ccc(C)c(C)c3)c2=O)cc1`?
NR3A LBD binder: 1; CCR6 antag: 13; APOBEC3G inh: 2; Gli-Sufu antag: -4; CXCR6 block: 8; A3A deaminase: 0; EBI2 block: -4; MPTP block: 0.0

How did COc1ccc(S(=O)(=O)N2CCC(C(=O)NCc3ccncc3)CC2)cc1 do in these assays?
NR3A LBD binder: -1; CCR6 antag: 9; APOBEC3G inh: -7; Gli-Sufu antag: -9; CXCR6 block: -7; A3A deaminase: -4; EBI2 block: -12; MPTP block: -2.2

How did C/C(=N\NC(=O)c1ccc(CSc2nc(C)cc(C)n2)cc1)c1ccco1 do in these assays?
NR3A LBD binder: -2; CCR6 antag: -15; APOBEC3G inh: -1; Gli-Sufu antag: -5; CXCR6 block: -3; A3A deaminase: 8; EBI2 block: -3; MPTP block: 0.3

What do the screens show for `O=C1[C@H](Oc2ccccc2)[C@@H](c2ccccc2)N1c1ccncc1`?
NR3A LBD binder: -2; CCR6 antag: 30; APOBEC3G inh: -2; Gli-Sufu antag: -10; CXCR6 block: 4; A3A deaminase: -1; EBI2 block: -12; MPTP block: -2.8

How did CCn1c(=O)c(C(C)=O)nc2ccccc21 do in these assays?
NR3A LBD binder: 0; CCR6 antag: 1; APOBEC3G inh: 0; Gli-Sufu antag: -4; CXCR6 block: -2; A3A deaminase: 2; EBI2 block: -9; MPTP block: -1.3

How did COc1ccc(NC(=S)NCCCN2CCCC2)cc1Cl do in these assays?
NR3A LBD binder: 0; CCR6 antag: 2; APOBEC3G inh: -1; Gli-Sufu antag: 2; CXCR6 block: 11; A3A deaminase: 8; EBI2 block: 10; MPTP block: -0.1

What do the screens show for `CS(=O)(=O)N1CCN(c2ccnc3cc(Cl)ccc23)CC1`?
NR3A LBD binder: 0; CCR6 antag: 16; APOBEC3G inh: -8; Gli-Sufu antag: 7; CXCR6 block: 3; A3A deaminase: -3; EBI2 block: 7; MPTP block: 0.5

How did COc1ccc(C)cc1NC(=O)C(OC(=O)C1CC1)c1ccccc1 (stereo not given) do in these assays?
NR3A LBD binder: 1; CCR6 antag: 8; APOBEC3G inh: -1; Gli-Sufu antag: -23; CXCR6 block: 4; A3A deaminase: 2; EBI2 block: -3; MPTP block: 4.1

Results for Cc1sc2ncnc(NCCCO)c2c1C ?
NR3A LBD binder: 0; CCR6 antag: -13; APOBEC3G inh: -2; Gli-Sufu antag: 0; CXCR6 block: 3; A3A deaminase: 2; EBI2 block: 0; MPTP block: -0.1

What do the screens show for `FC(F)(F)c1cccc(Cc2noc(CN3CCCC(OCc4ccccn4)C3)n2)c1` (stereo not given)?
NR3A LBD binder: -1; CCR6 antag: 10; APOBEC3G inh: -2; Gli-Sufu antag: 38; CXCR6 block: 3; A3A deaminase: -3; EBI2 block: 7; MPTP block: -2.0

Compound activity as filed in PubChem BioAssay.
